FAS-TE inh: inhibitors of human fatty acid synthase thioesterase domain | recombinant FAS-TE, OMFH fluorogenic substrate, fluorescence endpoint | inhibition, % at 15 µM | 360,000 tested, 0.67% active;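 active means compounds whose normalised, plate-corrected inhibition of enzyme fluorescence in the single-dose primary screen is 50% or more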;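 further: 0% = DMSO with enzyme and 100% = substrate without enzyme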
PABP1 MLLE inh: blocks PAM2 peptide binding to the PABP1 MLLE domain; AID 588489; 360,000 tested, 0.36% active; GST-MLLE / FITC-PAM2 fluorescence polarization; inhibition, % at 20 µM; P11940; in the data active means inhibition above about 35%, passing the limit was not always enough;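 further: plate controls were DMSO wells with GST-MLLE for no effect and wells lacking GST-MLLE protein for full effect; some results filed as inactive read as strong as hits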
SKN-1 block: blocks SKN-1 activity in C. elegans; C. elegans VP596 Pgst-4::GFP/RFP ratio, acrylamide-induced, 24 h; inhibition, % at 21.8 µM; 360,000 tested, 0.49% active; AID 624304;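 active means interference check ratio from 0.5 to 1.5 plus GFP to RFP signal ratio inhibition reaching or exceeding a fixed threshold, cut at about 30% in these data, passing the limit was not always enough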; further: some compounds called inactive have numbers as strong as hits
Rpn11 inh: blocks the human proteasome subunit Rpn11. O00487. human 26S proteasome, Ub4-pepOG fluorescence polarization; 20S core pre-blocked with epoxomicin. calls only at 20 µM. 360,000 tested, 0.59% active. AID 588493;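 active means inhibition at 20 µM, scaled to each plate's controls, above about 33%, limit read from the data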
Target sequence (O00487 whole entry, looked up): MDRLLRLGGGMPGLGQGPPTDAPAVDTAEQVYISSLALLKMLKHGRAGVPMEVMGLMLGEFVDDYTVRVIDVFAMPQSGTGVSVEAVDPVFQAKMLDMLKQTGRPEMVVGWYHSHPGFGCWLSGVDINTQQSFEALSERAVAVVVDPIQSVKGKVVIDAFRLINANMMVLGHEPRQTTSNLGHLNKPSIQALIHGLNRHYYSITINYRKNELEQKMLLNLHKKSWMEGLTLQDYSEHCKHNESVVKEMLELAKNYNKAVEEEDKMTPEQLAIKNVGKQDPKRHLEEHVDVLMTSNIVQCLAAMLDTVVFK
MT1-MMP act inh: inhibitors of human MT1-MMP activation | P50281 | HT1080 RFP-PRO-GFP cells, GFP/RFP ratio fluorescence, overnight; percent of plate control window, DMSO zero | GFP/RFP ratio change, % at 20 µM | 360,000 tested, 0.061% active | AID 651647;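 active means GFP/RFP ratio change of at least 30% with cell ATP level not reduced by more than half and red fluorescence within 50% of control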; further: strong numbers were not always called active
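Assay system: HT1080 RFP-PRO-GFP cells | Dosing: 20 µM single dose, 1% DMSO | Incubation: Cells overnight before dosing, compound overnight, 37 °C, 5% CO2 | Evaluation: GFP/RFP fluorescence ratio | Control set: DMSO-only wells and HT1080 RFP-L50D-GFP cell wells as references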
CSN deneddyl inh: blocks human CSN-mediated cullin deneddylation | inhibition, % at 12.5 µM | 360,000 tested, 0.38% active | Purified CSN, SCF-Nedd8-OG deneddylation, fluorescence polarization | Q92905;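 active means pattern-corrected inhibition above about 35%, with an unprinted fluorescence ratio check between 0.5 and 1.5, limit read from the data, passing the limit was not always enough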;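 further: 0% = enzyme with substrate and 100% = substrate without enzyme; some results filed as inactive read as strong as hits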
Target sequence (Q92905 whole entry, looked up, one chain of several): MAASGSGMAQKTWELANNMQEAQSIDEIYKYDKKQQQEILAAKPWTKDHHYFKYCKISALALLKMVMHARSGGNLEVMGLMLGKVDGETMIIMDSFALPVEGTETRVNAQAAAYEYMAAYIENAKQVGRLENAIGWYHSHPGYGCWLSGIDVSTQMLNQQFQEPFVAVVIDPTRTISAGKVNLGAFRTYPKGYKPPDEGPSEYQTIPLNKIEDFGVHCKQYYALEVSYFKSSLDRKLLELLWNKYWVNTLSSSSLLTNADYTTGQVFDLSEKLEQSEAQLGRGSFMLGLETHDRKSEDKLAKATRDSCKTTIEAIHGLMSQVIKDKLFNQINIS
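Detection – fluorescence polarization · System – HEK293T-derived human Csn5 enzyme · Controls – substrate-only high control, full reaction low control · Timing – 90 min, room temperature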
Rin1-Abl PPI inh: inhibitors of human Rin1-Abl protein interaction. TR-FRET Rin1/Abl binding, biochemical. inhibition, % at 7.35 µM. 360,000 tested, 0.4% active. AID 588664; in the data active means inhibition above about 5%, passing the limit was not always enough
NadD block: NadD (S. aureus) enzyme inhibition | purified NadD enzyme, colorimetric absorbance read-out | inhibition, % at 20 µM | 360,000 tested, 0.78% active; in the data active means inhibition above about 26%; further: some compounds past the cut are filed as inactive
Neddylation inh: blocks human cullin neddylation | P61081+Q13564 | TR-FRET cullin neddylation, biochemical | calls only at 25 µM | 360,000 tested, 0.58% active; in the data active means inhibition above about 36%
* hit, by the source's call; i = inactive; · = no result given.

SMILES	FAS-TE inh	PABP1 MLLE inh	SKN-1 block	Rpn11 inh	MT1-MMP act inh	CSN deneddyl inh	Rin1-Abl PPI inh	NadD block	Neddylation inh
Clc1ccc(-c2cn3cc(Cl)ccc3n2)cc1	-2.1	3.3	-16.8	i	0.3	1.3	1.0	-3.2	i
COc1ccc(S(=O)(=O)NCCc2ccncc2)cc1	-4.0	13.1	1.0	i	-1.5	3.5	2.0	-4.9	i
Cc1nc(-c2ccc(NC(=O)c3ccccc3Br)cc2)cs1	0.3	4.1	1.8	i	-2.9	2.6	-2.3	-1.2	i
COCCN(C(=O)CCC(=O)Nc1cc(C)on1)C(C(=O)NC(C)(C)C)c1cccc(OC)c1OC (configuration not stated)	-4.8	-11.3	22.6	i	-1.2	-5.2	1.4	5.9	i
COc1c(Cl)ccc(Cl)c1C(=O)NC(=O)Nc1nc(C)cc(C)n1	-0.8	-4.5	-2.3	i	0.4	-3.3	-0.9	2.0	i
C#CCOCCOCCOCCNc1nc(N2CCN(C(=O)CCCCCCCCCCNC(=O)Cn3cc(C[C@@H](C)O)nn3)CC2)nc(N2CCN(C(=O)CCCCCCCCCCNC(=O)[C@@H](CCSC)n3cc(CCO)nn3)CC2)n1	0.9	24.6	-0.9	i	-1.5	-0.2	16.6*	16.1	i
CCN(CC)C(=O)c1nc[nH]c1C(=O)N1CCc2ccccc2C1	-12.7	5.0	-17.4	i	-15.3	-0.9	1.2	-2.8	i
CCN1C(=O)[C@@H]2Cc3c([nH]c4ccccc34)C(c3ccc(OC)cc3)N2C1=S (some centres not stated)	7.3	-37.8	3.2	·	-71.8	24.3	1.4	4.3	i
CCc1cccc(NC(=O)Cc2cn(C)c3ccccc23)c1	9.7	-4.6	6.2	i	0.8	2.9	-4.0	-1.7	i
O=C(C1CC(=O)N(C2CCCCC2)C1)N1CCc2ccccc21 (configuration not stated)	11.3	1.4	2.4	i	-6.9	0.2	5.5	7.2	i
COc1ccc(OC)c(-c2csc(NC(=O)c3ccc(F)cc3)n2)c1	36.5	1.7	-3.7	i	-6.2	2.8	-3.2	-6.1	i
O=C(C1CCCCC1)N(Cc1nc2sc3c(c2c(=O)[nH]1)CCCC3)Cc1cccs1	18.6	2.8	-23.1	i	2.5	-1.5	1.0	16.3	i
CCN(CC)CCC(=O)c1ccc(F)cc1	-2.0	32.4	-10.8	i	6.0	1.2	-1.0	-3.2	i
CCOC(=O)CCCNC(=O)COC(=O)/C=C/c1ccc2c(c1)OCO2	-1.9	1.3	-2.0	i	-6.2	3.6	-2.0	-10.1	i
COc1ccc(OC)c(S(=O)(=O)N2CCC(C(=O)NCc3ccccc3)CC2)c1	-6.6	0.3	7.4	i	5.3	3.2	1.7	-4.8	i
CCOC(=O)C1=CN(CC)CCC1=O	-7.5	1.6	-2.4	i	6.1	3.1	-1.7	2.2	i
C=CCn1c(Cc2cccs2)nnc1SCC(=O)Nc1ccc(OC)cc1	27.8	7.1	-6.4	i	-0.9	-7.3	-3.1	-11.7	i
Cc1cccc(S(=O)(=O)NC(=O)C2(C)CCN2C(=O)Cc2cc(F)ccc2F)c1 (configuration not stated)	-6.6	0.2	-11.4	i	-4.9	-2.8	-2.3	-6.4	i
CCc1ccc(CN(C)C(=O)CCc2nc3ccccc3n(-c3ccc(OC)cc3)c2=O)cc1	22.0	-5.9	21.4	i	-0.9	2.1	2.1	2.4	i
CCCN1Cc2cccc(C(=O)Nc3cc(OC)cc(OC)c3)c2C1=O	5.9	4.8	10.4	i	-2.4	3.3	-0.1	-10.6	i
CCOc1ccccc1NC(=O)CCC(=O)Nc1ccc2nc(N3CCN(C)CC3)cc(C)c2c1	-2.3	4.9	-25.5	i	1.2	1.9	1.1	-7.4	i
O=C(CSc1nc2ccccc2c(=O)n1-c1ccc(OC(F)F)cc1)NC1CC1	-1.4	0.3	-5.1	i	0.2	1.0	-0.4	-0.6	i
CC(C)CN1CCN(Cc2cccn2-c2ccc(Cl)cn2)CC1CCO (configuration not stated)	-3.5	-6.7	2.0	i	-9.5	-16.6	-5.1	-0.5	i
c1ccc(CN=C2NN=C(c3ccccc3)CS2)cc1	-9.1	-20.0	14.7	i	-1.0	3.2	-2.4	9.0	i
CC(=O)Nc1ccc(S(=O)(=O)N2CCN(Cc3cccnc3)CC2)cc1	-4.8	-7.1	12.1	i	-1.1	2.7	4.2	-0.4	i
Cc1nc2ccccc2c(=O)n1NC(=O)c1ccc(Cl)cc1	-0.9	-2.0	3.6	i	1.7	0.8	6.1	-7.5	i
CCOC(=O)COc1ccc(C(=O)CC)cc1OC	-6.3	-5.2	2.0	i	3.3	-1.8	-1.0	-2.1	i
O=C(c1ccccc1)C(CCC(CN1CCOCC1)C(=O)c1ccccc1)CN1CCOCC1 (configuration not stated)	-5.9	2.8	-13.7	i	-3.4	3.5	-0.5	2.5	i
CC(C)NC(=O)C1(C)CCN1Cc1ccc(-c2ccccc2)cc1 (configuration not stated)	-4.0	-2.1	12.2	i	0.3	-4.4	-3.3	-1.0	i
O=S1(=O)CC(N2CC=CC2)CN1Cc1cn(Cc2ccc(Cl)cc2)nn1 (configuration not stated)	-10.9	·	1.7	·	0.5	0.0	·	-3.1	i
Cc1cc(C)n(-c2ccc(C(=O)OCC(=O)Nc3ccc([N+](=O)[O-])cc3)cc2)n1	7.0	-3.2	-4.3	i	2.9	3.2	-1.5	1.9	i
CCOC(=O)c1c(NC(=O)c2ccno2)c2cc([N+](=O)[O-])ccc2n1C	-0.7	5.2	-8.3	i	-0.4	2.9	2.4	9.1	·
CC(OC(=O)CN1C(=O)C2C3C=CC(C4CC34)C2C1=O)C(=O)c1ccccc1 (configuration not stated)	-0.8	12.3	-7.0	i	-0.6	-0.7	-0.4	4.9	i
Cc1ccccc1Nc1nc(N)nc(C)c1Br	-6.2	1.4	22.4	i	1.9	0.6	-1.0	0.8	i
O=[N+]([O-])c1ccc(N2CCN(S(=O)(=O)c3ccccc3[N+](=O)[O-])CC2)cc1NCc1cccnc1	35.8	-17.8	2.0	i	-3.4	5.0	-5.4	18.6	i
O=C1CCc2cc(S(=O)(=O)NC(C(=O)N3CCN(c4ccccn4)CC3)c3ccccc3)ccc2N1 (configuration not stated)	-7.8	-13.9	-9.7	i	2.2	10.6	0.0	1.3	i
CCOc1ccc2[nH]c(=O)c(CN(CCO)C(=O)c3ccccc3F)cc2c1	-8.9	13.1	-10.6	i	11.2	-2.3	1.3	-4.8	i
CC(C)(OC(=O)c1ccc(F)cc1)c1cc2ccccc2c(=O)o1	25.9	19.0	-6.9	i	-0.1	1.4	2.1	-7.2	i
O=C(c1cccc(S(=O)(=O)N2CCc3ccccc32)c1)N1CCc2ccccc2C1	25.1	4.6	2.3	i	-1.2	-2.1	-2.0	-11.1	i
COc1ccccc1C(=O)N1N=C(c2ccc(NS(C)(=O)=O)cc2)CC1c1cccs1 (configuration not stated)	-2.8	-1.9	13.3	i	-4.2	0.1	0.5	-0.7	i
COc1ccc(OC)c2[nH]c(C(=O)N/N=C/c3ccccc3O)cc12	15.6	11.6	5.1	i	8.2	-4.8	-3.7	7.9	i
O=C(COC(=O)/C=C/c1ccc(S(=O)(=O)N2CCOCC2)cc1)Nc1ccccc1F	-1.6	-14.7	7.1	i	0.2	2.2	-3.6	-0.9	i
O[C@@H]1CN(Cc2ccc(-n3cccn3)cc2)CC[C@H]1N1CCN(c2ccccc2F)CC1	-4.7	3.1	9.9	i	-2.6	-0.1	0.6	-13.5	i
CN(C)c1ccc(CNC(=O)/C=C/[C@H]2O[C@@H](n3ccc(=O)[nH]c3=O)[C@H](O)[C@@H]2O)cc1	-8.6	-13.2	20.4	i	2.4	-1.5	4.5	-4.5	i
COCCCn1c(CCC(=O)O)ccc1-c1cccs1	-2.8	3.3	19.0	i	-5.5	7.5	0.7	4.2	·

Reprinted from above (five entries):
SMILES	FAS-TE inh	PABP1 MLLE inh	SKN-1 block	Rpn11 inh	MT1-MMP act inh	CSN deneddyl inh	Rin1-Abl PPI inh	NadD block	Neddylation inh
COc1ccc(OC)c2[nH]c(C(=O)N/N=C/c3ccccc3O)cc12	15.6	11.6	5.1	i	8.2	-4.8	-3.7	7.9	i
O=C(COC(=O)/C=C/c1ccc(S(=O)(=O)N2CCOCC2)cc1)Nc1ccccc1F	-1.6	-14.7	7.1	i	0.2	2.2	-3.6	-0.9	i
O[C@@H]1CN(Cc2ccc(-n3cccn3)cc2)CC[C@H]1N1CCN(c2ccccc2F)CC1	-4.7	3.1	9.9	i	-2.6	-0.1	0.6	-13.5	i
CN(C)c1ccc(CNC(=O)/C=C/[C@H]2O[C@@H](n3ccc(=O)[nH]c3=O)[C@H](O)[C@@H]2O)cc1	-8.6	-13.2	20.4	i	2.4	-1.5	4.5	-4.5	i
COCCCn1c(CCC(=O)O)ccc1-c1cccs1	-2.8	3.3	19.0	i	-5.5	7.5	0.7	4.2	·

Later entries:
SMILES	FAS-TE inh	PABP1 MLLE inh	SKN-1 block	Rpn11 inh	MT1-MMP act inh	CSN deneddyl inh	Rin1-Abl PPI inh	NadD block	Neddylation inh
O=C(CSc1nc(CCC2CCCC2)nc2ccccc12)NCc1ccc2c(c1)OCO2	19.4	28.6	9.2	i	-3.7	9.2	-3.5	6.4	i
C=CCn1c(NCc2ccc(OC)cc2O)nc2ccccc21	8.0	0.7	5.7	i	-0.5	-5.9	1.0	-10.1	i
O=C(COC(=O)COc1ccccc1F)Nc1cccc(S(=O)(=O)N2CCCCC2)c1	3.8	-11.9	1.4	i	4.2	0.9	4.9	-10.1	i
CC(C)(C)N1CC(C(=O)Nc2cccc(Cl)c2Cl)CC1=O (configuration not stated)	-0.9	-1.5	-2.5	i	-0.8	4.5	-0.2	-1.8	i
O=C(CCNC(=O)c1ccc(Br)cc1)Nc1ccccc1N1CCCCC1	20.6	5.1	5.4	i	1.2	-4.6	2.4	-1.5	i
CC(C)Oc1ccc(/C(O)=C2/C(=O)C(=O)N(Cc3cccnc3)C2c2ccco2)cc1 (configuration not stated)	1.0	6.2	1.4	i	4.8	0.6	3.3	11.2	i
COc1ccc(OC)c(C(=O)CSc2nnc(-c3cccs3)o2)c1	2.5	-66.7	13.0	i	15.3	1.1	0.6	-4.7	i
COc1ccc(CSCCN)cc1Cl	-7.0	-2.9	9.9	i	3.0	-2.8	-0.1	-0.9	i
COc1ccc(S(=O)(=O)N(C)CC(=O)N2CCC(C)CC2)cc1Cl	-7.2	5.4	-1.0	i	2.3	-1.1	-1.0	1.0	i
C=CCn1c(SCC(=O)N(C)C)nc2cc(C(=O)O)ccc2c1=O	-0.7	10.1	2.1	i	0.5	0.3	1.6	0.2	i
CCn1c2ccccc2c2cc(NC(=O)C(=O)NCC3CCCO3)ccc21 (configuration not stated)	4.7	-8.1	3.0	i	1.8	-8.0	-2.0	-0.3	i
CCOC(=O)C1=C(CC)Nc2ccccc2N=C1NC(=O)c1cccc(S(=O)(=O)N2CCCC2)c1	3.4	-6.8	61.9	i	-1.0	3.2	1.4	-1.8	i
CCCCOc1ccc(NC(=O)CN2CCN(Cc3ccccc3)CC2)cc1	5.3	-9.6	1.5	i	3.6	1.8	-0.5	3.1	i
Cc1ccc(-c2nc3ccccc3n2C(C)C(=O)NC(C)(C)C)cc1 (configuration not stated)	·	·	7.5	·	3.9	-0.4	·	·	i
Cc1c(C(=O)Nc2cccc(Cl)c2)c2ccccn2c1CCc1ccncc1	29.9	-24.8	-1.2	i	-25.2	4.3	-3.6	9.1	·
COCCNC(=O)C1(C)CCCN(Cc2ccc(Oc3ccccc3)cc2)C1 (configuration not stated)	-0.5	-17.7	12.0	i	-1.1	7.2	-2.0	1.2	i

Screens: PubChem BioAssay, several laboratories
